Bioassay records from PubChem.
Mcl1-Noxa inh = Mcl-1/Noxa binding inhibitors, primary screen, biochemical, TR-FRET, 1536-well | TR-FRET Mcl-1/Noxa peptide binding, 2 h | 220,000 compounds, 1.5% hits | inhibition, % at 21.7 µM | AID 1022, 2008;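 active = compounds that cut the protein-peptide binding signal by more than 50% relative to plate controls in a single-dose test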;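 also: His-tagged Mcl-1 with rhodamine Noxa BH3 peptide and terbium anti-His antibody; 0% = Mcl-1 plus Noxa peptide wells and 100% = peptide-only wells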
Target sequence (Q07820 whole entry, looked up): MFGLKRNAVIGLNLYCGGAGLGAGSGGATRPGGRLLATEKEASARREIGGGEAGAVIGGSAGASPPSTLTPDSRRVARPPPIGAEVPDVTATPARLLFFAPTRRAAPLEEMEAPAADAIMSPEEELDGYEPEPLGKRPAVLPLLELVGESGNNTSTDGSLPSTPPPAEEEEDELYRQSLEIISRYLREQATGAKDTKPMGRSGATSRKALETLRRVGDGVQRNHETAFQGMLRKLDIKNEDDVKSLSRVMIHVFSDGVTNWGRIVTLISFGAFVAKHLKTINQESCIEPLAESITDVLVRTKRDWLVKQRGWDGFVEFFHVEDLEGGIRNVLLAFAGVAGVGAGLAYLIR
Pf gamet viab = late stage P. falciparum gametocyte viability inhibitors, primary screen, ATP luminescence, HTS; P. falciparum stage V gametocytes, 24 h; inhibition, % at 10.9 µM; 150,000 compounds, 0.065% hits; AID 743093, 2013;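 active = inhibition above the mean plus 3 SD of compounds within the control limits, set per campaign, cut at about 38% in these data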;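 also: 0% = DMSO wells and 100% = medium only without gametocytes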
Cdc42 wt = modulators of GTP binding to wildtype Cdc42, primary screen, biochemical, multiplex bead flow cytometry, Bodipy-GTP; 190,000 compounds, 0.2% hits; Cell division control protein 42 homolog (Homo sapiens), P60953; percent activity (GTP binding), % at 10 µM; GST-Cdc42 beads; actives lie on both sides;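 active = percent activity GTP binding at least 20 points away from the 100% baseline, either down as inhibitor or up as activator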;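 also: median bead fluorescence of bound Bodipy-FL-GTP at 100 nM; 0% = excess unlabeled GTP control and 100% = no compound control; below 100% means less GTP binding so inhibitor and above means activator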
Target sequence (P60953 whole entry, looked up): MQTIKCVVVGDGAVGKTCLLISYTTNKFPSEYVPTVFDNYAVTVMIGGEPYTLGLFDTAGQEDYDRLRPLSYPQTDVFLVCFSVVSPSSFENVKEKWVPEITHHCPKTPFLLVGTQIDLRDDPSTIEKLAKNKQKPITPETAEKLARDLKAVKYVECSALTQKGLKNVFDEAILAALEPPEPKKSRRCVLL
Mcl1 Bid PPI = Mcl-1/Bid binding inhibitors, primary screen, biochemical, TR-FRET, 1536-well; Induced myeloid leukemia cell differentiation protein Mcl-1 (Homo sapiens), Q07820; TR-FRET Mcl-1/Bid-Dy647 peptide binding; inhibition, % at 21.7 µM; 220,000 compounds, 0.97% hits; AID 1021, 2008;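 active = compounds that cut the binding signal by more than half at the single screening dose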;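 also: His-tagged Mcl-1 with europium anti-His antibody binding Bid BH3 peptide; 0% = Mcl-1 plus peptide wells and 100% = peptide-only wells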
Rab2 wt GTP = modulators of GTP binding to Rab2A wildtype, primary screen, biochemical, dog, bead-based flow cytometry, multiplex; GST-Rab2 wt beads, Bodipy-GTP binding; AID 760, 2007; Ras-related protein Rab-2A (Canis lupus familiaris), P61105; GTP binding activity, % at 10 µM; 190,000 compounds, 0.19% hits;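 active = GTP binding activity at least 20 points away from 100%, either lowered or raised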;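 also: 0% = beads with excess unlabeled GTP and 100% = no-compound control corrected for plate trend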
Rac1 wt modul = wildtype Rac1 GTP binding modulators, primary screen, biochemical, GST-Rac1 beads, flow cytometry, multiplex | Ras-related C3 botulinum toxin substrate 1 (Homo sapiens), P63000 | fluorescent GTP binding; actives lie on both sides; 0 = cold GTP competed, 100 = untreated | GTP binding activity (% of control), % at 10 µM | 190,000 compounds, 0.27% hits | AID 757, 2007;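 active = GTP binding activity at least 20 points away from the 100% control level, either lower or higher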
RGS8-Gao reg = RGS8-Galphao binding modulators, primary screen, biochemical, multiplexed bead flow cytometry; Guanine nucleotide-binding protein G(o) subunit alpha (Homo sapiens), P09471; actives lie on both sides; response (percent of control binding), % at 10 µM; 220,000 compounds, 0.34% hits; in the data active = response below about 60% or above about 140%; inactive = in between;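 also: Galphao activated as the GDP aluminium fluoride complex binding bead-coupled RGS8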
Target sequence (P09471 whole entry, looked up): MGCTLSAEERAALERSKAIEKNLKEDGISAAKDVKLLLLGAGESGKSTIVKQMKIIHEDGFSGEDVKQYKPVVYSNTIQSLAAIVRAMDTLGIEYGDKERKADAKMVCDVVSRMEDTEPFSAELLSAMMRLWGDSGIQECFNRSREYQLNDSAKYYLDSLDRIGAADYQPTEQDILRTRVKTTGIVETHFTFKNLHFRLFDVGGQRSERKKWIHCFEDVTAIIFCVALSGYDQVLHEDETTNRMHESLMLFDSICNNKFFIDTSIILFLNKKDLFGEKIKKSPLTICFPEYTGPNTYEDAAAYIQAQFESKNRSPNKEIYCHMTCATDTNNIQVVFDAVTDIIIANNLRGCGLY
Rac1 act GTP bind = GTP binding modulators of activated mutant Rac1, primary screen, biochemical, bead-based flow cytometry, multiplex, fluorescent GTP. 190,000 compounds, 0.11% hits. Ras-related C3 botulinum toxin substrate 1 (Homo sapiens), P63000. GST-Rac1 activated beads; actives lie on both sides; 100% means binding = to untreated wells. AID 764, 2007. percent activity (GTP binding), % at 10 µM;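 active = GTP binding at least 20 percentage points away from the 100% baseline, in either direction, so actives lie on both sides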
Bim-Mcl-1 = inhibitors of Bim peptide binding to Mcl-1, primary screen, biochemical, bead-based flow cytometry, multiplex. Induced myeloid leukemia cell differentiation protein Mcl-1 (Homo sapiens), Q07820. Bim peptide-Mcl-1 binding. inhibition, % at 10 µM. 190,000 compounds, 0.1% hits; in the data active = inhibition above about 40%;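 also: 0% = no compound tracer wells and 100% = peptide blocker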
HRas wt GTP bind = modulators of GTP binding to HRas wildtype, primary screen, biochemical, bead-based flow cytometry, multiplex | GTPase HRas (Homo sapiens), P01112 | GST-Ras wt beads, Bodipy-FL-GTP binding; actives lie on both sides | GTP binding activity, % at 10 µM | 190,000 compounds, 0.14% hits | AID 759, 2007;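 active = GTP binding activity at least 20% away from the 100% baseline, either lowered as inhibitor or raised as activator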;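 also: 0% = unlabeled GTP competition control and 100% = no-compound control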
Target sequence (P01112 whole entry, looked up): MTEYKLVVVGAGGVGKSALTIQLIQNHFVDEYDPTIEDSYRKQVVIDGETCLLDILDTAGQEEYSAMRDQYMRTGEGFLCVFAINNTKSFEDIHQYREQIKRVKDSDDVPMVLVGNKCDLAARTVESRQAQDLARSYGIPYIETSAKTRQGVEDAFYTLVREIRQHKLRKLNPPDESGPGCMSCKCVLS
Rab7 wt GTP bind = modulators of GTP binding to Rab7, primary screen, biochemical, wildtype, multiplex bead flow cytometry; Rab7 GTPase wild type (dog), Bodipy-FL-GTP binding; GST-Rab7 beads, fluorescent GTP binding; actives lie on both sides; untreated = 100%, excess cold GTP = 0%; GTP binding activity (percent of control), % at 10 µM; 190,000 compounds, 0.055% hits; AID 758, 2007;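 active = fluorescent GTP binding to Rab7 beads changed by at least 20 points from the 100% baseline, either direction, mostly lower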;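 also: median green fluorescence of bound Bodipy-FL-GTP per Rab7 bead population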
The depositor's hits bear a star; . = not tested or not shown. Some of the compounds tested; the hit share may differ from the screen's.

SMILES | Mcl1-Noxa inh | Pf gamet viab | Cdc42 wt | Mcl1 Bid PPI | Rab2 wt GTP | Rac1 wt modul | RGS8-Gao reg | Rac1 act GTP bind | Bim-Mcl-1 | HRas wt GTP bind | Rab7 wt GTP bind
COc1ccc(C(O)c2cc(OC)ccc2OP(=O)(N(C)C)N(C)C)cc1 (stereo not drawn) | -10 | -12 | 100 | -18 | 101 | 100 | 101 | 101 | -6 | 98 | 97
Nc1ccccc1C(=O)OCC(=O)N1CCc2ccccc21 | 18 | . | 100 | -6 | 102 | 103 | 100 | 99 | -4 | 102 | 102
Cc1ccccc1OCCN=Cc1c(O)n(C)c(=O)n(C)c1=O | 12 | 6 | 99 | -30 | 96 | 98 | 101 | 94 | 0 | 99 | 96
O=C(/C=C/C=C/c1ccccc1)CC1(O)C(=O)Nc2ccccc21 (stereo not drawn) | 13 | 9 | 95 | -9 | 98 | 96 | 99 | 96 | 1 | 96 | 94
O=C1CCCC2=C1C(c1cccnc1)Nc1ccccc1N2 (stereo not drawn) | -8 | . | 104 | -23 | 99 | 105 | 104 | 99 | -3 | 101 | 102
CCCC(C)C1(CC)C(=O)NC(=Nc2ccccc2)NC1=O (stereo not drawn) | -12 | . | 103 | -14 | 103 | 105 | 105 | 101 | -1 | 102 | 100
OC1(c2ccc(F)cc2)CC2CCC(C1)N2Cc1nnnn1C1CCCC1 (stereo not drawn) | -5 | 13 | 100 | -25 | 102 | 105 | 100 | 99 | 0 | 100 | 99
COc1cc2c3c(c1OC)-c1cc(O)ccc1CC3NCC2 (stereo not drawn) | 28 | -15 | 102 | -20 | 99 | 100 | 98 | 99 | -1 | 101 | 96
CCCC12CN3CC(CCC)(CN(C1)C3c1ccccn1)C2=O (stereo not drawn) | 18 | 3 | 105 | 10 | 103 | 107 | 102 | 101 | -1 | 103 | 98
COc1cccc(C(=O)C2CCCN(C3CCOCC3)C2)c1 (stereo not drawn) | 34 | 0 | 91 | -10 | 90 | 83 | 101 | 89 | 1 | 87 | 89
Cc1ccccc1CN1CCN(Cc2ccccc2)CC1 | 16 | -5 | 96 | -31 | 96 | 102 | 103 | 96 | 0 | 97 | 101
CC1=CC(C)C(COC(N)=O)(COC(N)=O)C(C)C1 (stereo not drawn) | -2 | . | 98 | -13 | 101 | 99 | 107 | 97 | -1 | 98 | 96
c1ccc2c3c(ccc2c1)OCC1CONC31 (stereo not drawn) | 6 | -5 | 101 | -8 | 98 | 104 | 102 | 102 | -1 | 101 | 95
Cc1nn(-c2ccccc2)c2c1CC1(C(=O)N(C)C(=O)N(C)C1=O)C1CCCCN21 (stereo not drawn) | -13 | . | 109 | -35 | 106 | 104 | 103 | 101 | -5 | 107 | 107
COc1ccc(C(C)=O)cc1CC(C(=O)c1ccccc1)N(C)C (stereo not drawn) | 0 | . | 103 | -21 | 99 | 105 | 103 | 101 | -5 | 100 | 99
COP(=O)(OC)C1(Nc2ccc(C)cc2)CCCCC1 | -6 | . | 101 | -69 | 100 | 109 | 101 | 100 | -1 | 101 | 100
CN1CCN(c2nc3ccccc3c(=O)n2-c2ccccc2)CC1 | -2 | . | 102 | -1 | 102 | 105 | 97 | 101 | -6 | 102 | 102
CN1C(=O)NC(=O)/C(=C\C=C\c2ccccc2[N+](=O)[O-])C1=O | 42 | 2 | 89 | -36 | 91 | 92 | 84 | 91 | -3 | 92 | 89
CN(C)CCc1nc2ccccc2c(=O)n1-c1ccccc1 | 7 | . | 95 | -28 | 95 | 108 | 98 | 96 | 0 | 98 | 98
CCOC(=O)c1c(C)n(Cc2ccco2)c2ccc(OC)cc12 | 16 | . | 104 | 1 | 103 | 103 | 104 | 100 | -1 | 102 | 103
Cc1ccn2nc(S(=O)(=O)Nc3c(F)cccc3F)nc2n1 | 16 | 8 | 101 | -39 | 99 | 103 | 103 | 99 | -6 | 100 | 103
Cc1cc(/C=C2/C(=O)NC(=O)N(Cc3ccco3)C2=O)c(C)n1-c1ccc(C(=O)O)cc1 | 27 | 16 | 87 | -48 | 91 | 90 | 97 | 90 | 3 | 93 | 97
c1ccc2c(c1)CC1CNCc3cccc(c31)S2 (stereo not drawn) | 5 | 7 | 104 | -12 | 101 | 105 | 83 | 101 | -7 | 101 | 105
CC(C)CC12CN3CCN(CC(C3)C1O)C2 (stereo not drawn) | 5 | 8 | 105 | -5 | 99 | 109 | 97 | 100 | -5 | 103 | 98
O=P(Oc1ccccc1)(Oc1ccccc1)C(Nc1ccccc1)c1ccccc1 (stereo not drawn) | 9 | -42 | 95 | 7 | 96 | 102 | 53* | 100 | -2 | 97 | 102
The listing continues:
SMILES | Mcl1-Noxa inh | Pf gamet viab | Cdc42 wt | Mcl1 Bid PPI | Rab2 wt GTP | Rac1 wt modul | RGS8-Gao reg | Rac1 act GTP bind | Bim-Mcl-1 | HRas wt GTP bind | Rab7 wt GTP bind
N[C@@H](Cc1c[nH]c2ccccc12)c1nnc(SCc2ccccc2)o1 | 29 | . | 103 | -40 | 102 | 101 | 99 | 100 | 2 | 103 | 103
CCCCn1c(=O)c(C(=O)Nc2cnccn2)c(O)c2ccccc21 | 5 | . | 93 | 9 | 93 | 96 | 101 | 96 | -3 | 95 | 96
COCCCn1c(N)c(C(=O)OC(C)COC)c2nc3ccccc3nc21 (stereo not drawn) | 9 | 6 | 100 | -9 | 100 | 103 | 105 | 98 | 0 | 99 | 98
CN(C)Cc1ccccc1OC(=O)N(C)C | 8 | 32 | 102 | -6 | 103 | 102 | 101 | 100 | -4 | 102 | 105
Cc1ccc(S(=O)(=O)N(C)CCCC(=O)N2CCN(c3ccccn3)CC2)cc1 | 23 | . | 97 | 30 | 100 | 97 | 104 | 97 | -5 | 99 | 99
O=C(CNC(=O)c1ccc(Br)cc1)Nc1ccc(Br)cc1C(=O)c1ccccc1 | 11 | 1 | 94 | -1 | 99 | 103 | 98 | 99 | -2 | 101 | 101
COc1ccc(OC)c(NP(=O)(Oc2ccc(Cl)cc2)Oc2ccc(Cl)cc2)c1 | 7 | -12 | 98 | -9 | 97 | 103 | 102 | 95 | -1 | 99 | 97
Nc1ccc(C2(c3ccc(N)cc3)CCCCC2)cc1 | 10 | 7 | 99 | -16 | 99 | 103 | 103 | 96 | 0 | 100 | 102
C[C@H]1CC[C@@H]2[C@@H](C)[C@H]3[C@H](C[C@H]4[C@@H]5CC=C6C[C@@H](O[C@@H]7O[C@H](CO)[C@H](O)[C@H](O[C@@H]8O[C@H](CO)[C@@H](O)[C@H](O)[C@H]8O)[C@H]7O[C@@H]7O[C@@H](C)[C@H](O)[C@@H](O)[C@H]7O)CC[C@]6(C)[C@H]5CC[C@]34C)N2C1 | 25 | . | 102 | -11 | 100 | 102 | 95 | 100 | -1 | 100 | 99
O=c1[nH]sc2cc(F)ccc12 | 6 | 37 | 92 | -59 | 95 | 96 | 60 | 95 | 9 | 96 | 98
O=C(Nc1ccc(F)cc1)N1CC2CC(C1)c1cccc(=O)n1C2 (stereo not drawn) | -2 | . | 98 | -14 | 95 | 98 | 96 | 95 | 0 | 97 | 98
O=C(c1c[nH]c2ccc(S(=O)(=O)N3CCC4(CC3)OCCO4)cc2c1=O)N1CCC2(CC1)OCCO2 | 5 | 2 | 97 | 5 | 97 | 96 | 103 | 94 | -1 | 93 | 96
CC(C)Oc1ccc(CCN)cc1Cl | 4 | 3 | 100 | -10 | 101 | 104 | 102 | 101 | -1 | 101 | 101
NC(=O)OCCSc1nnc(-c2cccc(C(N)=S)c2)o1 | -14 | . | 93 | -40 | 95 | 93 | 86 | 92 | -5 | 96 | 93
Cc1ccc(O)c(CN2CCN(c3ccccc3)CC2)c1 | -16 | . | 100 | -34 | 99 | 100 | 101 | 98 | 0 | 100 | 100
CCOc1ccc(C2(C#N)CC[N+](C)(C)CC2)cc1 | 1 | . | 100 | -20 | 99 | 100 | 99 | 98 | 3 | 98 | 98
CCn1c(O)c(C=NCc2cccs2)c(=O)[nH]c1=O | -14 | 14 | 99 | -6 | 102 | 100 | 99 | 100 | -2 | 102 | 101
Cc1cccc(-n2c(C)nc3cc(C(=O)N4CCC5(CC4)OCCO5)ccc32)c1 | 28 | . | 102 | -12 | 100 | 106 | 102 | 99 | -4 | 103 | 102
CN1C(=O)C(=Cc2ccccc2OCc2ccc(Cl)cc2)C(=O)N(C)C1=O | 14 | 10 | 100 | -35 | 96 | 101 | 97 | 97 | -1 | 98 | 100
COc1ccc(C=C2C(=O)N(C)C(=O)N(C)C2=O)cc1CSc1ccccn1 | 10 | 9 | 104 | -11 | 98 | 105 | 95 | 97 | -1 | 100 | 97
COc1ccc(Cn2c(O)c(C=NCCN3CCOCC3)c(=O)[nH]c2=O)cc1 | 8 | . | 99 | -19 | 95 | 103 | 104 | 99 | -5 | 97 | 96
CC1(C)C2CC=C(CN3CCC(O)CC3)C1C2 (stereo not drawn) | -13 | . | 103 | -52 | 104 | 108 | 100 | 102 | -3 | 101 | 101
CCn1c(NN=O)nc2ccccc21 | 43 | 10 | 95 | -54 | 97 | 100 | 98 | 95 | 0 | 98 | 100
Cc1nc2sccc2c(=O)n1-c1ccccc1Cl | -3 | -25 | 109 | -15 | 101 | 113 | 105 | 104 | 4 | 105 | 103
COc1ccc(CC2C(=O)NC(=O)NC2=O)c(OC)c1 | 41 | . | 94 | 11 | 97 | 101 | 94 | 98 | -2 | 96 | 100
CC(C)(C)NC(=O)Cn1cc(C(=O)c2ccccc2F)c2ccccc21 | 1 | . | 98 | -17 | 97 | 97 | 98 | 97 | 0 | 98 | 95
CCCC12CN3CCN(CC(C3)/C1=N\NC(=O)c1ccncc1)C2 | 25 | . | 97 | -27 | 99 | 98 | 102 | 96 | -5 | 99 | 93
CCN(CC)P(=O)(NC(=O)c1cccn1C)N(CC)CC | 6 | . | 95 | -20 | 100 | 100 | 107 | 96 | 3 | 100 | 107
CC(C)(C)c1ccc(C(=O)C2CCCN(Cc3ccon3)C2)cc1 (stereo not drawn) | -1 | . | 97 | -28 | 100 | 99 | 99 | 96 | -2 | 98 | 108
